# Tn6 DDE FP: inhibitors of Tn6 peptide binding to human fibrin DD(E) | P02675 | Fibrin DD(E) TRITC-Tn6 fluorescence polarization displacement | inhibition, % at 8.3 µM | 370,000 compounds, 0.21% hits | AID 720509;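 active = inhibition above a per-campaign cutoff: mean of compounds within control limits plus 3 SD, cut at about 15% in these data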;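 note: 0% = median of all compound wells on the plate and 100% = blocking peptide control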
# Target sequence (P02675 whole entry, looked up): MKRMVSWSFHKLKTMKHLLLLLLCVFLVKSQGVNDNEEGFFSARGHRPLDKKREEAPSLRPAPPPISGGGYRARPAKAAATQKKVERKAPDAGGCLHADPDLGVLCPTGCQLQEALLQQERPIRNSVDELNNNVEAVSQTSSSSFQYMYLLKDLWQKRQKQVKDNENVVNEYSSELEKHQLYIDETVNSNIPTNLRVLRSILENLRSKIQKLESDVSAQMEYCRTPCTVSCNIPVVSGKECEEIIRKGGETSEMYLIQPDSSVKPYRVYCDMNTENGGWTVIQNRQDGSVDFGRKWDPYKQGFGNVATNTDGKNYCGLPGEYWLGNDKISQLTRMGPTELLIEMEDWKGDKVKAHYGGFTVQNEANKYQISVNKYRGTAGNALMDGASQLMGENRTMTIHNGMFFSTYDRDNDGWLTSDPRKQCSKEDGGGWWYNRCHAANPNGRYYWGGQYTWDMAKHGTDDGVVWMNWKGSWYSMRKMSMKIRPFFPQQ
# LEDGF integ inh: blocks HIV-1 LEDGF/p75-dependent DNA integration | TR-FRET IN-LEDGF/p75 DNA integration, Eu/Cy5 | AID 743269 | inhibition, % at 3.7 µM | 370,000 compounds, 0.64% hits;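 active = inhibition above the screen-wide mean plus 3 SD, cut at about 13% in these data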;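 note: signal is the Cy5 over europium emission ratio at 671 and 618 nm; 0% = plate median of compound wells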
# UHRF1 binding: blocks human UHRF1 binding to methylated DNA; UHRF1 binding to methylated oligo, TR-FRET; 370,000 compounds, 0.75% hits; Q96T88; inhibition, % at 4.4 µM; in the data active = inhibition above about 21%;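 note: UHRF1 SRA domain binding a hemimethylated CpG hairpin DNA probe; 0% = median of test compound wells and 100% = reference inhibitor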
# KLK7 zymogen act: activates the human kallikrein-7 zymogen; P49862; purified proKLK7, EDANS-DABCYL substrate fluorescence; 100% is mature enzyme control, 0% vehicle; activation, % at 7 µM; 370,000 compounds, 0.9% hits; AID 652039;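 active = activation above the mean of all tested compounds plus 3 SD, computed per campaign excluding outliers beyond control limits, cut at about 13% in these data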
# SIAE primary: human SIAE inhibition, primary screen; Q9HAT2; SIAE FP-Rh probe binding, fluorescence polarization; inhibition, % at 9.66 µM; 370,000 compounds, 0.69% hits;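 active = inhibition above a cutoff: mean of compounds within the control limits plus 3 SD of those, cut at about 17% in these data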;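 note: 0% = plate median of compound wells and 100% = probe without SIAE protein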
# MBD2 inh: blocks human MBD2 binding to methylated DNA. inhibition, % at 4.4 µM. 370,000 compounds, 0.31% hits. TR-FRET, MBD2 binding to methylated oligonucleotide; in the data active = inhibition above about 13%
# TCR CD3 inh: blocks the human TCR-CD3 interaction | TAMRA-labeled TCR probe fluorescence, biochemical | inhibition, % at 9.4 µM | 360,000 compounds, 0.37% hits | AID 651800; in the data active = inhibition above about 19%;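 note: recombinant mutant TCR 2C K166C tagged with TAMRA read by polarization; 0% = receptor in buffer alone and 100% = receptor with positive control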
# PRMT1 inh: blocks human protein arginine methyltransferase 1. 370,000 compounds, 1.3% hits. recombinant PRMT1, activity-based probe fluorescence polarization. AID 652257. Q99873. inhibition, % at 2.79 µM;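 active = inhibition above about 21% made by adding two undisclosed values, limit read from the data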
# TDP2 inh: TDP2 (human) inhibition, absorbance primary screen; recombinant TDP2, T5PNP hydrolysis, p-nitrophenol absorbance 415 nm; inhibition, % at 12.8 µM; 370,000 compounds, 0.34% hits; AID 720702;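 active = inhibition above the mean of all tested compounds plus 3 SD, set per campaign, cut at about 25% in these data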;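 note: 0% = DMSO with enzyme and 100% = buffer with substrate but no TDP2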
# Target sequence (O95551 whole entry, looked up): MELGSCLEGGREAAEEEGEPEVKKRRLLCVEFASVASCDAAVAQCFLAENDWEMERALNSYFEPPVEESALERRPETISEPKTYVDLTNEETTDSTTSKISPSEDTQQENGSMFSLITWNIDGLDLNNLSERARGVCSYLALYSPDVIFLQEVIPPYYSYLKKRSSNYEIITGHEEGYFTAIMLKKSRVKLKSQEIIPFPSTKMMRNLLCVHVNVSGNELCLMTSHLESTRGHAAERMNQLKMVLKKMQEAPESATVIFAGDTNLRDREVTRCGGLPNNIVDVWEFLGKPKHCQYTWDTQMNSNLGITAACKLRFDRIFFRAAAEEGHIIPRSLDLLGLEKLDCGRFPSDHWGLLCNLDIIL
#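 System – recombinant human TDP2 · Amount – 120 nM TDP2 per well · Buffer or medium – Mg2+-containing Tris-HCl buffer, pH 7.5 · Reagent – T5PNP substrate, 5 mM · Dosing – 12.8 µM single point, 1% DMSO · Incubation – 2 h at 37 °C · Measured by – epi absorbance · Read-out basis – percent inhibition · Benchmarks – high control without enzyme, low control DMSO plus TDP2 · Repeats – singlicate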
# DDE Tn7 FP inh: DD(E)-Tn7 binding inhibition, primary FP screen; 370,000 compounds, 0.13% hits; FP displacement of FITC-Tn7 peptide from fibrin DD(E); 0% = median of compound wells per plate; inhibition, % at 8.3 µM; P02675; AID 720508;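 active = inhibition above the mean of compounds falling within the control limits plus 3 SD of them, cut at about 14% in these data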;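 note: 0% = plate median of compound wells and 100% = 10 µM Aha-Tn7 peptide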
#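 Also added: labelled Tn7 tracer, 0.1 µM; Assay system: human fibrin DD(E) protein; Amount: 2 µM fibrin DD(E); Schedule: 10 min compound pre-incubation, 3 h probe incubation at room temperature; Repeats: one replicate per compound; Read-out basis: percent inhibition; Measured by: fluorescence polarization of the labelled Tn7 tracer.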
# An asterisk follows results filed as active; nt = no result given.
compound	Tn6 DDE FP	LEDGF integ inh	UHRF1 binding	KLK7 zymogen act	SIAE primary	MBD2 inh	TCR CD3 inh	PRMT1 inh	TDP2 inh	DDE Tn7 FP inh
C[C@@H]1CCCCO[C@@H](CN(C)C(=O)c2ccncc2)[C@@H](C)CN([C@H](C)CO)C(=O)c2cc(NC(=O)Cc3ccccc3)ccc2O1	0	-4	1	0.7	2	-13	7	-4	2	0
CCNCc1cc(OCC)c(OCC(=O)NCCc2ccccc2)cc1Cl	3	6	10	-0.8	0	-1	-11	-2	-15	-1
C[C@H](NC(=O)[C@H]1N2C(=O)c3ccccc3C2SC1(C)C)C(=O)N1CCN(C)CC1 (stereo not given in full)	6	0	1	0.8	-1	3	-2	2	-5	-6
CCOc1ccccc1-c1nnc(SCC(=O)NC2CC3CCC2C3)n1CC (stereo not given)	9	-1	1	-1.0	3	0	4	-2	1	2
COc1cc(OC)c(OC)cc1/C=N/NC(=S)NCCN1CCOCC1	-4	-2	-2	-1.4	15	-2	0	-2	8	2
CC1=NCCN1S(=O)(=O)c1ccc(Br)c(C)c1	5	0	8	0.2	-3	-4	3	-2	-1	-6
COc1ccc(C(=O)Nn2c(SCC(=O)NCc3ccco3)nc3ccccc3c2=O)cc1	2	-1	1	-0.5	0	0	4	5	-2	3
CC(C)N(Cc1ccccc1)C(=O)COc1ccccc1	-6	1	0	0.5	-2	0	1	-1	-3	-4
COc1c2c(nc3ccccc13)OC(C(C)(O)CO)C2 (stereo not given)	6	1	-2	0.8	7	-5	0	-2	-3	-4
CC(C)(C)c1ccc(C(=S)N2CCN(c3ccccc3)CC2)cc1	-2	2	-1	0.4	5	0	-5	-2	-5	-7
CCCCNC(=O)c1onc(CSc2ccc(C(C)C)cc2)c1C(=O)O	-9	3	0	0.4	1	-2	9	2	7	-9
Cc1cccc(N(CC(=O)NCc2ccco2)C(=O)CCC(=O)Nc2nccs2)c1C	-4	2	2	0.0	-16	6	7	-4	-18	-5
O=[N+]([O-])c1ccc(OCCn2cnc3ccccc32)cc1	-4	2	-3	-0.2	0	-8	-8	1	7	6
O=C(O)CCCN(Cc1cccc(Br)c1)S(=O)(=O)c1ccc(Br)cc1	6	1	6	0.5	0	-1	-1	2	11	1
Cc1cc(=O)oc(C)c1C(=O)N1CCN(C(c2ccccc2)c2ccccc2)CC1	4	1	0	0.0	4	5	7	4	-2	-4
Cc1cccc(NC(=S)NC2CC3CCCC(C2)N3Cc2ccccc2)c1C (stereo not given)	4	0	-2	0.1	7	0	3	-4	-1	6
Cn1nnnc1SCC(=O)Nc1ccccc1Br	4	-2	1	-0.8	-3	2	-7	3	1	5
CN(Cc1ccccc1)CC(O)COc1ccc(CNCCOc2cccnc2)cc1 (stereo not given)	-8	2	1	1.0	4	-8	3	2	7	10
COc1ccc(-c2nc(CN3CCN(c4ncnc5ccccc45)CC3)c(C)o2)c(OC)c1	1	-3	0	1.0	9	-4	-4	-1	5	1
O=S(=O)(c1ccccc1)N1CCN(C(=S)Nc2ccccc2)CC1	2	-2	0	0.0	9	1	4	-2	-14	8
O=C(CSCc1ccc([N+](=O)[O-])cc1)Nc1ccc(S(=O)(=O)N2CCCCCC2)cc1	-6	0	1	0.6	-6	4	9	1	1	5
CCOc1ccc(N(CC(=O)NC2CCCCC2)S(=O)(=O)c2ccccc2)cc1	1	4	0	0.2	-3	5	2	-10	4	-1
Nc1nnnn1/N=C\c1ccc(Cl)c([N+](=O)[O-])c1	4	-1	-4	-0.8	0	-1	0	0	9	0
Nc1nc2nccc(-c3ccco3)n2n1	3	2	-4	17*	1	-1	-4	-3	4	1
O=c1cc(N2CCCCC2)c2ccccc2o1	2	1	5	0.3	-7	8	-2	7	-4	-3
COc1ccc(-c2nc(N3CCC(C)CC3)[nH]c(=O)c2C#N)cc1	3	2	2	-0.7	-3	-3	-7	1	0	4
CCN(CC)CCN1C(=O)c2oc3ccccc3c(=O)c2C1c1ccc(C)cc1 (stereo not given)	0	3	5	0.3	-3	9	-8	1	-1	-3
Cc1noc(C)c1NC(=O)Nc1ccc2c(c1)CC(=O)N([C@H](C)CO)C[C@@H](C)[C@H](CN(C)CC1CCCCC1)O2	-7	2	3	0.1	0	2	-4	-3	-10	-5
CCC1ON(C(C)C)C2c3nc4ccccc4n3CC12 (stereo not given)	-4	-2	-2	-0.8	7	-2	9	0	-21	1
Nc1ccc(Cl)c(S(=O)(=O)Nc2cccc(Cl)c2)c1	4	0	-2	0.4	7	0	2	-2	-7	0
COc1ccc(C2C(C(=O)O)CC(=O)N2c2ccc(OC)cc2)cc1 (stereo not given)	-4	-1	-1	-0.4	5	-3	10	-2	-3	-1
C=CCN1C(=O)c2ccc(C(=O)OCC(=O)N(C)C3CCCCC3)cc2C1=O	-4	5	5	-0.2	0	9	-3	1	4	3

# Full records, looked up by structure. Screens in order: Tn6 DDE FP, LEDGF integ inh, UHRF1 binding, KLK7 zymogen act, SIAE primary, MBD2 inh, TCR CD3 inh, PRMT1 inh, TDP2 inh, DDE Tn7 FP inh
# Shown for CCN(CC)CCN1C(=O)c2oc3ccccc3c(=O)c2C1c1ccc(C)cc1 (stereo not given) → 0, 3, 5, 0.3, -3, 9, -8, 1, -1, -3
# Shown for Nc1nnnn1/N=C\c1ccc(Cl)c([N+](=O)[O-])c1 → 4, -1, -4, -0.8, 0, -1, 0, 0, 9, 0

# (more compounds)
compound	Tn6 DDE FP	LEDGF integ inh	UHRF1 binding	KLK7 zymogen act	SIAE primary	MBD2 inh	TCR CD3 inh	PRMT1 inh	TDP2 inh	DDE Tn7 FP inh
CC1(c2ccccc2)NC(=O)N(CC(=O)Nc2cccc(C#N)c2)C1=O (stereo not given)	8	0	0	0.6	3	4	-1	-3	1	-2
COCCCn1c(SCC(=O)Nc2oc(C)c3c(C)n[nH]c(=O)c23)nc2sc3c(c2c1=O)CCC3	-2	2	0	-0.1	-6	-2	2	-5	-8	-4
CC(C)C[C@@H](CN1CCCC1CN1C(=S)NC[C@@H]1Cc1ccccc1)N1C[C@H](Cc2ccccc2)N(CCc2ccccc2)C1=S (stereo not given in full)	-5	-3	-2	0.7	1	-1	4	-2	-3	1
C/C(=N\NC(=O)c1ccc(Cl)cc1)c1cccs1	-2	0	-3	-0.5	-7	-3	9	-1	-2	10
Cc1ccc(N2C(=O)CC(Sc3ncccn3)C2=O)cc1C (stereo not given)	1	-2	-1	0.1	-11	3	-12	4	-1	-2
Fc1ccc2c(c1)c1n[nH]c(=S)nc1n2CCc1ccccc1	-1	0	-6	1.4	-2	-8	-1	21	4	2
Cc1cc(Oc2ccc(OCC(N)=O)nn2)nc(Cl)n1	3	-1	-2	-0.2	-2	-2	3	-8	1	-1
O=C(CSc1nnc(-c2cccnc2)n1Cc1ccco1)Nc1ccc(Cl)cc1	7	-4	0	-0.3	2	7	nt	1	9	2
c1ccc(-c2cn(C[C@H]3CC[C@H](Cn4cc(-c5ccccn5)nn4)O3)nn2)nc1	-2	-3	1	-0.1	6	-2	5	-2	13	-8
Cc1ccc2nc(C)c(C(=O)NN=C3CCCCCC3)n2c1	8	-6	2	-0.3	-4	-4	-1	3	-2	5
CC(=O)c1cc2cc(O)ccc2o1	1	-5	3	83*	3	-2	2	-2	-2	0
O=C(COC(=O)/C=C/c1ccc(OC(F)F)cc1)NC1CCCCC1	1	2	1	0.2	2	-7	5	-1	6	14*
Cc1[nH]nc(-c2ccc(O)c(C)c2O)c1-c1cnn(-c2ccccc2)c1	-3	-1	2	-0.6	10	1	1	0	5	-2
C[C@@H](NC(=O)[C@@H]1Cc2ccccc2CN1)C(=O)NC1CCCC1	0	2	0	0.5	0	-2	1	-2	6	2
COC(=O)c1sc2nc(C)c([N+](=O)[O-])c(C)c2c1N	-7	1	-2	0.6	-3	-7	4	2	-6	-1
COc1ccc(C2SCCN2S(=O)(=O)c2ccccc2)cc1 (stereo not given)	-8	-5	3	0.2	-6	0	-1	2	-9	-3
O=C(Cc1cccc([N+](=O)[O-])c1)Nc1ccc(C(=O)N2CCCCC2)cc1	7	2	-1	0.0	8	-2	2	-1	0	2
Cc1cc(C)c(OCC(=O)Nc2nc3ccccc3[nH]2)c(C)c1	5	-1	-1	0.7	-2	1	-4	-1	15	6
O=C(NCCc1ccccc1F)C(=O)Nc1nccs1	3	1	3	-0.7	1	9	-13	-1	-1	0
O=c1[nH][nH]c(-c2ccccc2)c1-c1ccccc1	7	-1	0	-1.1	2	-5	1	0	5	-2
CN1CCN(C(=O)c2cnn(-c3ccccc3)c2NC(=O)c2ccccc2Cl)CC1	-1	-1	-1	0.3	4	-2	2	-3	6	-3
CS(=O)(=O)O/N=C1\CCCCC1c1ccc([N+](=O)[O-])cc1[N+](=O)[O-] (stereo not given)	-1	1	3	-0.4	4	3	-2	2	5	-3
Cc1noc(C)c1CSc1nnc(-c2ccncc2)n1-c1cccc(Cl)c1C	5	1	-1	0.2	3	2	0	-2	-2	0
ClC(/C=N/n1cnnc1)=C/c1ccccc1	-1	7	-3	0.2	0	-2	4	-2	4	-4
CC1(C)Cc2c(c(-c3ccccc3)nc3[nH][nH]c(=O)c23)CO1	7	4	2	-0.7	2	0	-8	0	-4	-4
CC(/C=N/NC(=O)c1cc(-c2cccn2C)n[nH]1)=C\c1ccccc1	-3	7	-1	0.1	-7	-1	1	-3	-17	-11
O=C(COC(=O)c1cc(S(=O)(=O)N2CCOCC2)ccc1Cl)NCc1ccccc1	-1	3	-1	0.7	0	0	3	3	-5	-6
CSc1ncc(C(=O)Nc2cccc(C)c2C)c(C)n1	3	-6	-1	-0.3	-7	-2	5	0	-10	-1
COc1ccc(CNC(=O)C2CCCN(S(=O)(=O)N3CCC(C)CC3)C2)c(OC)c1 (stereo not given)	-4	6	1	0.1	12	-4	-3	-3	-1	1
Cc1cc(C)cc(NC(=S)N(CCN2CCCCC2)Cc2ccco2)c1	-4	-6	5	0.0	-3	2	-9	2	-12	-4
Cc1cc(C)c(NC(=O)CNC(=O)COC(=O)Cc2cccs2)c(C)c1	-8	-6	5	0.5	-3	10	-2	3	-7	0
Cc1cc(C)nc(N2C(=O)CC(C(C)c3ccccc3)C2=O)n1 (stereo not given)	9	0	0	0.3	0	-1	4	-2	-2	-3
O=C(O)c1nn(-c2ccccc2)c(-c2ccccc2)c1C(=O)c1ccccc1	5	0	4	0.3	8	1	8	-1	2	7
CCOc1ccc(NC(=O)C2CCCN(S(=O)(=O)c3ccc4c(c3)CCCN4C(C)=O)C2)cc1 (stereo not given)	1	-2	3	0.5	3	0	8	-1	-2	-1
COC(=O)CN1C(=O)N/C(=C/c2ccc(OC)cc2)C1=O	2	5	0	-0.3	-2	-1	4	-5	-3	2
CC1=C(C(=O)Nc2ccc(C)cc2C)C(c2ccc(C)o2)NC(=O)N1 (stereo not given)	-1	0	0	-0.4	-4	11	-3	-1	15	6
